Screens as filed in PubChem.
FEN1 inh – human FEN1 inhibition; P39748; Recombinant FEN1 flap cleavage, fluorescence, 15 min; Potency, µM (titrated, usually from 114 µM), without a hit: at the top dose activity change, negative = inhibition, actives largely listed as inhibitors; 0.35% of 390,000 active; AID 588795; further: nearly all actives have a fitted effect of over 65% in size
Target sequence (P39748 whole entry, looked up): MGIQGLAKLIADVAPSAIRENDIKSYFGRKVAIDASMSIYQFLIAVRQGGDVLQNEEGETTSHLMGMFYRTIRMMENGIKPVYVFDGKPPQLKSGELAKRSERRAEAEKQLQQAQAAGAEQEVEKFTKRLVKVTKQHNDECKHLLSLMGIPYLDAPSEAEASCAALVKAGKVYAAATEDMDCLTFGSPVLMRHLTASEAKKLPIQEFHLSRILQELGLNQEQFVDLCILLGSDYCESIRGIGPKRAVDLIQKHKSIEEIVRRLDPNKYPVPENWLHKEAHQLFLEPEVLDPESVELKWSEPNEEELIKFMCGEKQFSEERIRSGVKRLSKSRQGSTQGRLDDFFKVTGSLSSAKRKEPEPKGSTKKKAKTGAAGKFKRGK
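Nuclease activity of 10 nM FEN1 was measured after 15 min of room-temperature exposure to titrated compounds, by adding 50 nM flap substrate and reading plates at 0 and 15 min.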
DT40 TDP1 CPT – growth inhibition of DT40 Tdp1-/-;hTDP1 cells with camptothecin (screen for TDP1 inhibitors); chicken DT40 Tdp1-/-;hTDP1 cells + 20 nM CPT, ATP luminescence, 48 h; Potency, µM (doses to about 46.2 µM), for inactives: at the top dose activity change, negative = growth inhibition, most hits filed as inhibitors; 12% of 420,000 active; AID 686979; further: nearly all actives have a fitted effect of over 55% in size
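Chicken DT40 Tdp1-/- cells stably complemented with human TDP1 were seeded at 400 cells/well in medium containing 20 nM camptothecin, exposed to pin-transferred compounds, and grown at 37 °C for at least 48 hr. Viability was read as ATP luminescence.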
N370S GC mod – inhibits or activates N370S mutant glucocerebrosidase; 0.092% of 330,000 active; Potency, µM (titrated, usually from 59.4 µM), without a hit: at the highest dose activity change, negative = inhibition, usual class: inhibitors; P04062; AID 2101; N370S GC spleen homogenate, 4MU-glucoside fluorescence;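 further: 0% = full enzyme activity and -100% = no enzyme basal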
* hit, by the source's call; ? = inconclusive; nt = no result given; & = joins results of further samples; [ ] = remark or other dose. The call rests on the fitted dose curve; in most records, active means well fitted curve in the direction sought with a large enough effect; inconclusive means small, poorly fitted or top-dose-only effect, or another doubt; inactive means no such curve, though single readings can be large; an effect the other way counts as inactive or inconclusive. Unless noted, on the % scale 0 is the no-effect control and ±100 the full control effect; potency means the concentration at half of the fitted maximal effect.

Compound | FEN1 inh | DT40 TDP1 CPT | N370S GC mod
Cc1ccc(S(=O)(=O)NC2(C(F)(F)F)C(=O)Nc3c2c(=O)[nH]c(=O)n3-c2ccccc2)cc1 (stereo unspecified) | 4.3%&10.3% | 0.2% | -4.0%
COc1ccc2c(Cl)c(-c3nnc(SCC(N)=O)n3C)sc2c1 | 1.7% | ? | 0.8%
Cc1ccc(S(=O)(=O)N2CCCc3cc(NS(=O)(=O)c4cc(F)ccc4F)ccc32)cc1 | 5.7% | 23.1µM* | nt
COc1ccc(C2(C(=O)NCCc3ccccc3)CCCC2)cc1OC | -18.8% | -21.5% | -7.6%
Cc1ccc(S(=O)(=O)NC(CC(=O)O)c2ccco2)cc1 (stereo unspecified) | -1.9% | -28.8% | 7.6%
COc1ccc(C2CC(c3ccc4ccccc4c3OC(C)=O)=NN2C(=O)/C=C/c2ccccc2)cc1 (stereo unspecified) | -0.8% | ? | -8.2%
COc1ccccc1N1CCN(C(=O)CCNC(=O)Cn2ccc3ccccc3c2=O)CC1 | -0.8% | 4.1% | -0.9%
COC(=O)c1[nH]c2cc(OC)ccc2c1N=CN(C)C | -3.3% | -5.9% | 16.9%
COc1ccc(S(=O)(=O)CCC(=O)N2CC(=O)N(CCc3ccccc3)C(=O)C2)cc1 | 9.3% | -23.6% | -0.8%
CCOC(=O)C1=C(C)NC(=O)NC1c1ccc(-c2ccccc2F)o1 (stereo unspecified) | -10.2% | 1.0% | -10.3%
Cc1ccc(NC(=O)CNC(=O)c2ccc(C(C)(C)C)cc2)cc1S(=O)(=O)N1CCOCC1 | -26.9% | ? | nt
Cc1ccc(NC(=O)COC(=O)Cn2cnc3ccccc32)c([N+](=O)[O-])c1 | 3.8% | -24.4% | 3.1%
Cn1c(=O)c2c(nc(Br)n2CCc2ccccc2)n(C)c1=O | -3.8% | ? | 9.8%
Cc1ccc(C)c(N2CCN(C(=O)c3cc4cc5ccc(C)cc5nc4o3)CC2)c1 | -3.4% | 5.0% | nt
CCS/C(N)=N/N=C/c1cc(C)ccc1O | 3.0% | 0.581µM* | -4.9%
O=C(COc1cccc(NC(=O)c2cccs2)c1)c1ccc(F)cc1 | -2.0% | ? | -15.6%
CCOC(=O)c1c(NC(=O)c2cc(=O)c3cc(Cl)ccc3o2)sc(C)c1C | -1.0% | 7.3% | nt
CCN(c1ccccc1)S(=O)(=O)c1ccc(C(=O)Nc2ccccc2OC)cc1 | ? | ? | nt
COc1ccc(C(c2sc3ncnn3c2O)N2CC(C)OC(C)C2)cc1OC (stereo unspecified) | 3.8% | -3.9% | -5.5%
CN(C)S(=O)(=O)c1cccc(NC(=S)NCCCn2ccnc2)c1 | -0.2% | -15.2% | 6.2%
O=C(CC1S/C(=N/N=C/c2c[nH]c3ccc(OCc4ccccc4)cc23)NC1=O)Nc1ccccc1 (stereo unspecified) | 0.2% | 1.0% | 15.9%
COCCn1c(=O)c(-c2cc(F)cc(F)c2)nc2cnc(Nc3cccc(OC)c3)nc21 | nt | 6.7% | -4.7%
COc1ccc(/C=C2\CCCC3C2=NN(C(=O)CSc2n[nH]c(N)n2)C3c2ccc(OC)cc2)cc1 (stereo unspecified) | -16.2% | 23.1µM* | -11.8%
O=c1c(Cl)c(Cl)cnn1Cc1nnc(-c2ccc(Cl)cc2)o1 | 5.4% | 0.82µM* | -13.6%

Reprinted from the part before: two compounds, then new ones.
Compound | FEN1 inh | DT40 TDP1 CPT | N370S GC mod
COc1ccc(/C=C2\CCCC3C2=NN(C(=O)CSc2n[nH]c(N)n2)C3c2ccc(OC)cc2)cc1 (stereo unspecified) | -16.2% | 23.1µM* | -11.8%
O=c1c(Cl)c(Cl)cnn1Cc1nnc(-c2ccc(Cl)cc2)o1 | 5.4% | 0.82µM* | -13.6%
O=C1CC(c2ccccc2)CC(O)=C1C=NC1CCCCCC1 (stereo unspecified) | -18.8% | -12.1% | -11.8%
O=C1[C@@H]2Cc3c([nH]c4ccccc34)C(c3ccc(Cl)cc3)N2C(=O)CN1CCO (stereo partly specified) | 11.9% | ? | -10.9%
C/C(=C\c1cccc(Cl)c1Cl)C(=O)c1c(C)cc(C)[nH]c1=O | 7.3% | -12.0% | -16.1%
COCCCNC(=O)Cc1ccccc1OC | -5.8% | 15.3% | -0.4%
CCOc1ccc(NC(=O)c2ccc3c(c2)OCCO3)cc1S(=O)(=O)N(CC)CC | -1.1% | ? | nt
COc1ccc(CCNC(=O)CCc2c(C)c3ccc(O)c(C)c3oc2=O)cc1 | 0.0% | ? | nt
O=C(OC1CCCCC1=O)c1cccc(S(=O)(=O)NCc2ccccc2)c1 (stereo unspecified) | 0.6% | -5.6% | 0.5%
O=[N+]([O-])c1cc(S(=O)(=O)N2CCCC2)ccc1OCCOc1ccccc1 | 11.1% | ? | nt
O=S(=O)(c1ccccc1)n1ccc2cccnc21 | 1.7% | -9.7% | 0.5%
COc1ccccc1-n1c(=O)[nH]c2c(C(N)=O)nc(-c3cccnc3)nc21 | -13.4% | ? | ?
Cc1ccc(C(=O)c2coc3ccc(O)c(CN4CCN(C)CC4)c23)cc1 | -6.3% | 13µM* | -3.4%
COc1ccc(S(=O)(=O)N2CCN(Cc3cc4c(cc3Br)OCCO4)CC2)cc1 | -13.6% | -15.2% | nt
CCOC(=O)c1ccccc1NC(=O)CSc1nncn1C | -0.5% | 26.4% | 27.1%
CC1CCCCN1CCNC(=O)C1CCCN(c2ncnc3c2nc2n3CCCCC2)C1 (stereo unspecified) | -7.3% | 16.3% | -8.5%
Nc1nonc1-c1nc2ccccc2[nH]1 | 0.0% | -14.3% | 3.7%
CCCS(=O)(=O)N1CCCC(C(=O)N2CCC(Cc3ccccc3)CC2)C1 (stereo unspecified) | 3.9% | ? | 7.3%
Cc1ccc2c(=O)cc(C(=O)Nc3sc4c(c3C(=O)NCc3ccco3)CCCC4)oc2c1C | -8.1% | 4.6% | nt
COC(=O)c1ccc(C)cc1 | 19.7% | -0.1% | -2.2%
CN(CC(=O)Nc1cccc(F)c1)C(=O)c1cccc2ccccc12 | 11.1% | -17.0% | nt
CC1(C)C(C=C(Cl)Cl)C1C(=O)OCc1cccc(Oc2ccccc2)c1 (stereo unspecified) | 6.2% | -12.7%&-11.0% | 5.7%&12.1%
CC1=CC(=O)[C@@H](OC(=O)Nc2ccc(C)cc2)[C@@H](c2ccccc2Br)N1C | 14.3% | ? | nt
CN(C)CCCn1c2c3ccccc3ccc2c2oc(=O)c3ccccc3c21 | 3.16µM* | 2.59µM* | nt
Cc1ccc(C(=O)Nc2ccccc2C(=O)NCc2ccco2)cc1 | 1.5% | ? | nt
COc1ccc(OC(C)C(=O)NC2CCCCCCC2)cc1 (stereo unspecified) | 12.8% | -25.3% | nt
CCOC(=O)C(C(=O)NCc1ccc(F)cc1)c1ncc(C(F)(F)F)cc1Cl (stereo unspecified) | 1.5% | 1.1% | 1.2%
O=C(CSC1CC(=O)N(CCc2ccccc2)C1=O)Nc1cccc(Cl)c1 (stereo unspecified) | -4.2% | ? | -19.5%
O=C(COc1ccccc1F)Nc1c(C(=O)Nc2cccc(F)c2)oc2ccccc12 | -1.5% | -29.0% | nt
COc1ccc(NC(=O)c2cc3ccccn3n2)cc1 | 9.3% | -12.9% | 20.4%
CC(=O)NC1(C(F)(F)F)C(=O)NC(C)=C1C#N (stereo unspecified) | 8.8% | -11.1% | -9.1%
CC(=O)Nc1cccc(NC(=O)CS(=O)(=O)c2cn(CC(=O)N3CCCC3)c3ccccc23)c1 | 3.5% | 2.1% | -2.2%
O=C(Nc1ccc(Cl)c(C(F)(F)F)c1)C(Cc1ccccc1)NS(=O)(=O)c1ccc(Br)s1 (stereo unspecified) | -1.1% | -9.0% | nt
CSc1nc(NC(C)=O)nc(C)c1Cl | 3.9% | -12.4% | 3.1%
CCN(CC)S(=O)(=O)c1ccc2[nH]cc(C(=O)NCCC3=CCCCC3)c(=O)c2c1 | -3.5% | 10.3µM* | 3.7%
CC1(C)CC(=O)C2=C(C1)N(c1ccccc1)C(=O)C(C(=O)OCc1ccccc1)C2 (stereo unspecified) | 13.6% | -17.6% | nt
COC(=O)CC1C(=O)NCCN1C(=O)CSc1nc2ccc([N+](=O)[O-])cc2s1 (stereo unspecified) | -4.7% | 6.0% | 3.4%
CC(C)C(NC(=O)c1ccccc1F)C(=O)NCC(c1ccco1)N1CCCCC1 (stereo unspecified) | -3.3% | ? | nt
Cc1c(Oc2ccc(C(F)(F)F)cc2[N+](=O)[O-])ccc2c3c(c(=O)oc12)CCC3 | -11.4% | ? | ?
CCOc1ccc(-c2nonc2NC(=O)COc2ccc(C)c(C)c2)cc1OCC | 23.8% | -25.1% | nt
O=C(NCc1ccc(Cl)s1)c1cc(COc2c(F)cccc2F)on1 | 5.6% | -12.2% | 1.6%
O=C(O)c1ccc(S(=O)(=O)NCc2ccc3c(c2)OCO3)cc1 | 2.0% | -9.6% | -1.8%
Cc1ccc2[nH]c(=O)c(-c3noc(C(C)C)n3)cc2c1 | -3.6% | -4.3% | -11.6%
CC1(C)CC(=O)C2=C(C1)NC(SCC(=O)Nc1ccccc1)=C(C#N)C21CCCCC1 | -20.9% | ? | -10.4%
O=S(=O)(NCCC1=CCCCC1)c1cccc2nsnc12 | -3.0% | 2.3% | 0.6%
Cc1ccc(-c2csc3nc(C)n(-n4cccc4)c(=O)c23)o1 | 0.6% | 1.4% | -8.5%
Cc1cccc(NC(=O)CN(C)C(=O)/C=C/c2ccccc2)c1C | 0.3% | 8.4% | -0.5%
Cc1ccc(-c2ccc(=O)n(CC(=O)NCCc3ccccc3)n2)cc1 | -11.9% | -6.4% | nt
Cn1nnnc1SCCCNCc1ccccc1OCc1ccc(Cl)cc1 | -1.8% | 18.4µM* | nt
COC(=O)C1=C(C)N(Cc2ccccc2)C(=O)N[C@H]1c1cccc(F)c1 | -12.5% | -17.7% | -1.1%[12.8 µM]
NC(=O)C1(N2CCCCC2)CCN(C(=S)Nc2ccc(Cl)cc2)CC1 | 0.6% | 1.0% | -31.5%
CCOc1ccc(Cl)cc1CNCCCSc1nnnn1C | -1.7% | -26.5% | nt
Cc1ccc2nsnc2c1S(=O)(=O)NC1CC1 | 5.6% | 3.3% | -0.3%
COc1cccc(NC(=O)/C=C/c2ccccc2[N+](=O)[O-])c1 | -19.3% | ? | 3.4%
Cc1cccc2c1CCCC2=O | 0.2% | 0.2% | nt
CCOc1ccc(C(C)C)cc1S(=O)(=O)n1ccnc1C | -10.4% | -1.7% | 3.5%
CC(C)(C)c1ccc(C(=O)Nc2ccc(C(=O)N3CCOCC3)cc2)cc1 | 4.2% | 23.1µM* | -4.7%
COc1ccccc1C(=O)NCC(=O)NNC(=O)c1cccs1 | -2.4% | 0.8% | nt
CCC1CCCCN1Cc1nc2c(c(=O)n(C)c(=O)n2C)n1Cc1c(F)cccc1Cl (stereo unspecified) | -4.4% | ? | nt
CC(C)(C)CC(C)(C)SSc1n[nH]c(=S)s1 | 12.7% | ? | nt
N#CCc1ccc(C(=O)c2ccccc2)s1 | -8.1% | 2.3% | 3.1%
O=C(NC1CCN(Cc2ccccc2Cl)CC1)c1ccccc1 | 20.0% | -23.9% | 2.9%
O=C1N=C(N2CCN(c3ccccc3)CC2)SC1Cc1ccccc1 (stereo unspecified) | -8.1% | ? | 27.7%

Among those listed so far, 9 contain a furan ring, fused or not:
Compound | FEN1 inh | DT40 TDP1 CPT | N370S GC mod
Cc1ccc(S(=O)(=O)NC(CC(=O)O)c2ccco2)cc1 (stereo unspecified) | -1.9% | -28.8% | 7.6%
CCOC(=O)C1=C(C)NC(=O)NC1c1ccc(-c2ccccc2F)o1 (stereo unspecified) | -10.2% | 1.0% | -10.3%
Cc1ccc(C)c(N2CCN(C(=O)c3cc4cc5ccc(C)cc5nc4o3)CC2)c1 | -3.4% | 5.0% | nt
Cc1ccc(C(=O)c2coc3ccc(O)c(CN4CCN(C)CC4)c23)cc1 | -6.3% | 13µM* | -3.4%
Cc1ccc2c(=O)cc(C(=O)Nc3sc4c(c3C(=O)NCc3ccco3)CCCC4)oc2c1C | -8.1% | 4.6% | nt
Cc1ccc(C(=O)Nc2ccccc2C(=O)NCc2ccco2)cc1 | 1.5% | ? | nt
O=C(COc1ccccc1F)Nc1c(C(=O)Nc2cccc(F)c2)oc2ccccc12 | -1.5% | -29.0% | nt
CC(C)C(NC(=O)c1ccccc1F)C(=O)NCC(c1ccco1)N1CCCCC1 (stereo unspecified) | -3.3% | ? | nt
Cc1ccc(-c2csc3nc(C)n(-n4cccc4)c(=O)c23)o1 | 0.6% | 1.4% | -8.5%

These rows are one share of the data; the hit share may differ from the screen's.
